GSIS activator: primary screen for activators of insulin secretion dependent on glucose, INS-1E cells, GLuc reporter luminescence; INS-1E GLuc reporter insulin secretion, 2-3 h; activation, % at 16.6 µM; 370,000 tested, 0.61% active;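 active = lowest replicate activation of at least 40%, so every replicate reaches that level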;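 also: 0% = median of neutral control wells and 100% = median of IBMX positive control wells; some compounds called inactive have numbers as strong as hits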
EWS-Fli inh: EWS/Fli transcriptional activity inhibition; AID 651661; A673 NR0B1-luciferase reporter, viability-normalised; 350,000 tested, 0.67% active; inhibition, % at 12.6 µM;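 active = mean inhibition of at least 50% after viability correction, with every replicate also passing that limit; inconclusive = mean reaches 50% but only one of two replicates passes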;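 also: firefly luciferase signal divided by Alamar Blue viability fluorescence both relative to DMSO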
miR-122 sensor: blocks miR-122 activity in Huh7 sensor cells. Huh7 miR-122 Renilla luciferase sensor, 48 h; neutral wells = 0, positive control = 100. activation (reporter increase), % at 12.5 µM. 340,000 tested, 0.3% active. AID 602342;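 active = mean replicate activation score at least 90 and every replicate individually at or above 90; inconclusive = only one of the two criteria met; inactive = neither criterion met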;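 also: higher luciferase means less miR-122 activity so hits act as miR-122 inhibitors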
FN deposition inh: fibronectin deposition inhibition. 350,000 tested, 0.086% active. inhibition, % at 12.6 µM. AH1F fibroblasts, Alexa488-fibronectin deposition fluorescence, overnight;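 active = mean inhibition across replicates of 30% or more, regardless of how many single replicates reach that level; inconclusive = mean under 30% yet at least half of replicates reach 30%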;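 also: positive control wells lacked labelled fibronectin entirely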
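Schedule: 1 h cell adhesion before compound, then overnight fibronectin incubation; test system: AH1F fibroblast monolayer depositing Alexa488-labelled fibronectin into matrix; quantity: 10000 AH1F cells per well; probe or stimulus: fluorescent fibronectin at 24 nM final; signal: fluorescence, ex 485 nm, em 525 nm; evaluation: percent inhibition as loss of matrix-bound fibronectin fluorescence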
PAX8 reporter: PAX8 transcriptional activity inhibition. RMG-I TPO-luciferase reporter, SteadyGlo, 24 h. inhibition, % at 12.6 µM. 360,000 tested, 1.2% active;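 active = mean replicate inhibition at least 60% with every replicate also reaching 60%; inconclusive = only one of the two criteria is met; inactive = mean below 60% and not all replicates reaching 60%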;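 also: luciferase light reporting Pax8 driven TPO promoter activity; plate controls were median of neutral control wells for no effect and mitoxantrone controls for full effect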
DENV2 CPE: DENV2-induced cell death inhibition | DENV2-infected cells, cytopathic effect rescue, plate reader | CPE inhibition, % at 9.99 µM | 350,000 tested, 1.7% active; in the data active = CPE inhibition above about 20%, passing the limit was not always enough; inconclusive = no clear call, values can overlap the other calls; tested in BHK-21 cells;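 also: 0% = median of neutral control wells and 100% = median of positive control wells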
CFTR F508del cor: CFTR F508del correction in bronchial cells | 350,000 tested, 0.36% active | activity (quench increase), % at 7.58 µM | AID 720511 | CFBE cells, YFP halide quenching; stimulated with forskolin plus potentiator P3; % fluorescence drop versus neutral controls;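 active = mean added fluorescence quench of at least 8% versus neutral control, with both replicates also reaching 8%; inconclusive = only one of the mean or replicate conditions met; inactive = mean below 8% and not both replicates reaching 8%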;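 also: cells transiently co-express mutant CFTR-F508del with the halide-sensitive YFP; corrector assay measuring rescue of mutant channel to the surface after 24 h compound exposure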
An asterisk follows results filed as active; ? = inconclusive; / = not tested or not shown; & = joins results of further samples; [ ] = dose if it differs, or a comment.

SMILES	GSIS activator	EWS-Fli inh	miR-122 sensor	FN deposition inh	PAX8 reporter	DENV2 CPE	CFTR F508del cor
CC(C)c1nnc(NC(=O)c2cccc(NC(=O)C(F)(F)F)c2)s1	14	-56	/	-3	-77	-2	2.0
C[C@H](CO)N1C[C@H](C)[C@H](CN(C)Cc2ccc(Oc3ccccc3)cc2)Oc2ccc(NC(=O)Nc3cccc4ccccc34)cc2CC1=O	13	24	-6	-2	37	-6	-1.3
CC(Sc1nnc(-c2ccccc2F)n1C1CC1)C(=O)NC(N)=O (stereo not drawn)	8	11	-7	-5	-7	-5	0.0
CO/N=C(\c1nonc1N)N1CCN(c2ccc(Cl)cc2[N+](=O)[O-])CC1	/	/	0	3	16	/	/
O=C(Nc1ccccc1C(=O)Nc1ccccc1C(=O)NCc1ccco1)c1ccco1	6	1	-2	/	/	/	4.5
COc1ccc(CN(C)C[C@@H]2OCCCC[C@H](C)Oc3ccc(NC(=O)CCC(F)(F)F)cc3C(=O)N([C@H](C)CO)C[C@@H]2C)cc1	5	2	22[16.7 µM]	/	-10	-5	0.7
Cn1nc(C(F)(F)F)cc1-c1ccc(/C=C(\C#N)C(=O)c2cccc(C(F)(F)F)c2)s1	-6	-29	-2	-2	-18	1	0.0
O=C(CCC1CCCCC1)NC1CCCCC1	/	-9	/	17	8	17	2.1
CC1(C)CC(=O)c2cc(C(=O)NNc3ccccc3)c(=O)n(-c3ccccc3)c2C1	-12	-1	/	10	4	3	-1.4
N#C[C@H]1[C@@H](c2ccccc2C2=CCCCC2)[C@@H](CO)N1C(=O)Cc1ccncc1	-5	2	/	-15	/	2	-0.7
COc1ccc(NC(=O)CCOc2ccc(C)cc2)c(OC)c1	-8	3	-1	-7	22	-3	-0.7
CCc1ccc(CN(C)C(=O)C2CCC(=O)N(Cc3cccc(OC)c3)C2)nc1 (stereo not drawn)	0	/	1	-9	5	-5	-0.9
Cc1nn(CCCC(=O)Nc2cc(Oc3ccc(F)cc3)cc([N+](=O)[O-])c2)c(C)c1[N+](=O)[O-]	-31	/	-2	-3	8	/	/
C=C(C)CNC(=S)NNC(=O)c1ccc(Br)cc1	1	-1	-1	0	35	/	-3.5
Cc1ccc(CN2CCC(n3nccc3NC(=O)CCOc3ccccc3)CC2)cc1C	-12	9	-6	14	14	-5	-4.1
O=C(O)c1ccc2cccc(O)c2n1	1	0	-6	13	-2	1	1.2
Cc1ccc(-n2c(=O)[nH]cc(C(=O)Nc3ccc4c(c3)OCCO4)c2=O)cc1	/	/	-5	1	9	/	/
Cc1ccsc1C(=O)OC1CCOC1=O (stereo not drawn)	/	/	1	2	0	/	/
Cc1ccc(-c2cnc3c(c2)C(=O)N([C@@H](C)CO)C[C@@H](C)[C@H](CN(C)Cc2ccccc2F)O3)cc1	/	0	57[16.7 µM]	/	/	7	1.2
CC(C)c1ccc(CN2CCN(C(=O)CCl)CC2)cc1	11	46	/	2	4	7	5.4
CC(C)NC(=O)Nc1ccc2c(c1)C(=O)N([C@H](C)CO)C[C@H](C)[C@@H](CN(C)S(=O)(=O)c1ccc(F)cc1)OCCCC[C@H](C)O2	-11	3	-4[16.7 µM]	/	2	3	1.7
C[C@H]1CN([C@@H](C)CO)C(=O)c2cccc(NC(=O)C3CC3)c2O[C@H]1CN(C)CC1CC1	13	6	0[16.7 µM]	/	12	-5	0.1
COCCNS(=O)(=O)c1cc(Br)ccc1OC	11	/	55	2	/	/	/
Cc1nnc(SCC(=O)Nc2nsc(-c3ccc(C(C)(C)C)cc3)n2)s1	-34	-47	-6	-1	-208	-9	2.7
O=C(C=Cc1ccccc1O)c1ccccc1O	/	-1	/	-1	/	-9	-5.9
Cn1c(CN2CCCCC2)nc2cc([N+](=O)[O-])ccc21	2	7	/	/	11	5	-4.3
O=C(NCCS(=O)(=O)N1CCN(c2ccc(F)cc2)CC1)c1ccc(Br)o1	-17	/	3	34*	16	-2	-1.3
O=C(C[C@@H]1C[C@H]2c3cc(NC(=O)C4CCOCC4)ccc3O[C@H]2[C@H](CO)O1)NCc1ccc2c(c1)OCO2	21	4	-4[16.7 µM]	/	3	-3	2.5
Cc1cc(-c2ccco2)n(-c2ccccc2)n1	/	/	-8	-20	9	/	/
COc1cc(C(=O)OCC(=O)c2cc(C)n(CC3CCCO3)c2C)ccc1OCC(=O)N1CCOCC1 (stereo not drawn)	-15	-31	-4	0	-13	5	2.0
Cc1ccc(-c2ccc3c(c2)O[C@@H](CN(C)C(=O)NC(C)C)[C@H](C)CN([C@@H](C)CO)S3(=O)=O)cc1	-15	10	13[16.7 µM]	/	8	5	1.0
CCOC(=O)c1cc2c(=O)n3ccccc3nc2n(C(C)C)c1=NC(=O)c1c(-c2ccccc2Cl)noc1C	/	24	/	10	9	-5	-0.6
COc1cccc(C2=CC(=O)C[C@H](c3ccc(Cl)cc3)C2)c1	/	-7	3	12	9	13	-0.4
COc1ccc(C(=O)N2CCN(c3ccc(C)cc3)CC2)cc1OC	5	-3	-3	-8	1	15	0.8
CN(C(=O)c1cccs1)c1ccc(OCC(=O)N2CCC(C(N)=O)CC2)cc1	-9	-1	1	-3	1	3	2.5
O=C(CCC(=O)N1CCN(S(=O)(=O)c2ccccc2)CC1)c1cccs1	/	/	-6	3	13	/	/
CCOC(=O)[C@H]1[C@H]2COc3cc(OC)ccc3[C@@H]2N2C(=O)CN(Cc3ccc(C)cc3)C(=O)[C@@]12C	-11	4	-10	-22	3	13	-1.0
Cc1ccc(NC(=O)CC(=O)c2ccccc2)cc1C	-14	-95	/	0	-159	-1	-0.5
COc1cccc(-c2cccc(NC(=O)C3CCN(CC4CCOC4)CC3)c2)c1 (stereo not drawn)	-3	7	-4	-6	-5	-3	-1.1
NC[C@H]1O[C@@H](n2ccc(N)nc2=O)[C@H](O)[C@@H]1O	-6	8	1	-6	7	-5	-3.8
c1cncc(-c2ccc(C3[C@H]4CNC[C@@H]3N4CC3CCCCC3)cc2)c1 (stereo partly drawn)	2	-1	/	-6	4	-4	0.5
N#Cc1cc(-c2ccccc2)nc(NN)n1	/	-7	/	-4	1	4	-0.7
COc1nnc(-c2ccc(C)c(S(N)(=O)=O)c2)c2ccccc12	-3	8	7	8	-10	8	6.7
COc1cc(CO)ccc1OCC(=O)Nc1cccc2ccccc12	-2	3	/	3	4	0	3.0
CCCCSc1nc(C)nc2c1c(=O)n(C)c(=O)n2C	-12	-12	-8	-2	-6	-3	3.9
Nc1cc2c(cc1[N+](=O)[O-])OCCOCCOCCO2	7	-2	3	0	7	-1	-1.1
CCN1CCN(C(=O)N(Cc2ccc(Cl)cc2)S(=O)(=O)c2ccc(C)cc2)CC1	17	-5	/	3	-10	-4	0.3
Cc1nnc2ccc(-c3ccc(NS(=O)(=O)c4ccccc4)cc3)nn12	5	8	4	/	4	?	-7.6
O=C(CSc1ncccn1)NN=C1CCCCCC1	17	/	/	-7	-1	/	/
CC(C(O)c1ccc(O)cc1)N1CCC(Cc2ccccc2)CC1 (stereo not drawn)	-1&-4&18	0&0&-7	5&1&-2	-1	-7&-19&31	16&-6&-8	-13&-3.2&-1.2

Next part.
SMILES	GSIS activator	EWS-Fli inh	miR-122 sensor	FN deposition inh	PAX8 reporter	DENV2 CPE	CFTR F508del cor
COc1ccc(-c2noc(N3CCC(C(=O)N4CCN(c5ccccn5)CC4)CC3)n2)cc1	-13	/	0	17	/	/	/
C=CCN1C(=O)C(Cc2ccc(OCC)cc2)SC1=Nc1ccc(C(=O)O)cc1 (stereo not drawn)	2	2	/	3	-14	/	-3.3
COc1ccc(C(=O)N2CCCCCC2)cc1S(=O)(=O)N1CCOCC1	8	1	8	-8	-9	5	2.1
Cc1ccc(S(=O)(=O)N(C)C[C@@H]2Oc3ncccc3C(=O)N([C@H](C)CO)C[C@@H]2C)cc1	1	-17	0[16.7 µM]	-2	/	1	2.6
COc1ccc2[nH]cc(CC(=O)O)c2c1	/	9	0	/	/	?	-1.1
COc1ccc2c3c(n(C)c2c1)[C@@H](CO)N(Cc1ccccc1F)CC31CCN(C(=O)C2CC2)CC1	-17	5	/	/	-10	-1	2.0
COC(=O)C(NS(=O)(=O)c1ccc(C)cc1)c1ccccc1 (stereo not drawn)	6	7	/	/	9	/	0.4
CC(OC(=O)c1ccc(Cl)nc1)C(=O)Nc1ccc2c(c1)OCO2 (stereo not drawn)	/	-9	1	-3	-8	-9	-2.3
CCc1ccc(CN2CCN(C(=O)c3cccc(OC)c3OC)CC2)cc1	-2	/	-5	-8	35	/	/
CCCCOc1ccc(C(=O)NCC(=O)NCC(c2ccc(F)cc2)N2CCOCC2)cc1 (stereo not drawn)	-18	-1	/	0	19	8	0.9

Entries above with a COOH group:
SMILES	GSIS activator	EWS-Fli inh	miR-122 sensor	FN deposition inh	PAX8 reporter	DENV2 CPE	CFTR F508del cor
O=C(O)c1ccc2cccc(O)c2n1	1	0	-6	13	-2	1	1.2
C=CCN1C(=O)C(Cc2ccc(OCC)cc2)SC1=Nc1ccc(C(=O)O)cc1 (stereo not drawn)	2	2	/	3	-14	/	-3.3
COc1ccc2[nH]cc(CC(=O)O)c2c1	/	9	0	/	/	?	-1.1

More records
SMILES	GSIS activator	EWS-Fli inh	miR-122 sensor	FN deposition inh	PAX8 reporter	DENV2 CPE	CFTR F508del cor
CO[C@H]1CN(C)C(=O)c2cc(NC(=O)Nc3cccc(F)c3)ccc2OC[C@H](C)N(C(=O)C2CC2)C[C@H]1C	-23	4	4[16.7 µM]	1	25	/	3.1
CN1C(=O)c2cc(NC(=O)C3CCC3)ccc2OC[C@H]2O[C@H](CC(=O)NCCc3ccncc3)CC[C@H]21	4	6	/	-1	1	?	-0.1
CCN(CC)C(=O)COc1coc(CN2CCN(c3ccc(F)cc3)CC2)cc1=O	5	-2	-6	0	3	6	0.9
CC1=C(C(N)=O)C(c2ccccc2)n2nc(-c3ccncc3)nc2N1 (stereo not drawn)	8	/	-2	3	/	/	/
C[C@@H]1CN([C@H](C)CO)C(=O)c2cccc(NC(=O)Nc3ccc4c(c3)OCO4)c2O[C@H]1CN(C)C(=O)Nc1ccccc1	-5	5	-7[16.7 µM]	/	-5	100*	-2.1
COC(=O)c1sccc1NC(=O)Nc1ccc(C)c(C)c1	-34	/	/	/	-165	0	0.2
COc1ccccc1CNC(=O)C[C@H]1C[C@@H]2c3cc(NC(=O)Nc4ccc(C(F)(F)F)cc4)ccc3O[C@@H]2[C@@H](CO)O1	-16	-3	0[16.7 µM]	-25	-8	5	-3.3
CC(=O)NC[C@H]1[C@@H](c2ccc(-c3cccc(F)c3)cc2)[C@H](CO)N1C(C)=O	3	-4	-6[16.7 µM]	/	2	7	-1.0
CN1C/C(=C/c2ccsc2)C(=O)/C(=C/c2ccsc2)C1	-8	61*	-1	3	8	-4	/
CC(C)C#Cc1ccc2c(c1)O[C@H](CN(C)Cc1ccccn1)[C@H](C)CN([C@H](C)CO)S2(=O)=O	-12	12	31[16.7 µM]	4	10	-3	0.3
CCOc1ccccc1CNC(=O)C1Cc2cc(S(=O)(=O)N3CCCCC3)ccc2N1C(C)=O (stereo not drawn)	-25	5	8	8	-6	5	-2.4
O=C(CCCCCNc1nc(=S)[nH]c2ccccc12)NCCc1ccc(Cl)cc1	-3	12	/	-8	9	/	-2.3
CO[C@H](C(=O)N(C)C[C@H]1OCc2ccccc2-c2c(n(C)c3ccccc23)C(=O)N([C@@H](C)CO)C[C@@H]1C)c1ccccc1	12	8	/	-5	-25	26*	2.2
O=C(NC12CC3CC(CC(C3)C1)C2)c1cc(F)c(F)cc1Cl	9	10	10	2	11	6	-4.4
Cc1ccc2c(c1)C1CN(C)CCC1N2C(=O)c1ccccc1NS(=O)(=O)c1cccc(C(F)(F)F)c1 (stereo not drawn)	-66	-8	/	-2	6	0	/

High-throughput results from PubChem BioAssay.
